# Screens deposited in PubChem BioAssay by several laboratories.
# KCNQ2 inh: KCNQ2 potassium channel inhibitors, primary screen, cell-based, CHO-K1, FluxOR thallium flux, B-score (AID 2156). Potassium voltage-gated channel subfamily KQT member 2 (Rattus norvegicus), O88943. 20 min; stronger effect = lower value. B-score at 10 µM. 1.1% of 310,000 active;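 active = fluorescence ratio B-score at most minus 3 library SDs, with starting brightness B-score within 2 library SDs, cut at about -5.5 in these data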
# STK33 inh: inhibitors of purified STK33 kinase, primary screen, biochemical, ADP-Glo luminescence, homogeneous, cell-free | MBP phosphorylation | inhibition, % at 10 µM | 0.073% of 320,000 active | AID 2661, 2010;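 active = inhibition at or above 25%, using the most active replicate where run in duplicate; inactive = inhibition below 25%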
# Target sequence (Q9BYT3 whole entry, looked up): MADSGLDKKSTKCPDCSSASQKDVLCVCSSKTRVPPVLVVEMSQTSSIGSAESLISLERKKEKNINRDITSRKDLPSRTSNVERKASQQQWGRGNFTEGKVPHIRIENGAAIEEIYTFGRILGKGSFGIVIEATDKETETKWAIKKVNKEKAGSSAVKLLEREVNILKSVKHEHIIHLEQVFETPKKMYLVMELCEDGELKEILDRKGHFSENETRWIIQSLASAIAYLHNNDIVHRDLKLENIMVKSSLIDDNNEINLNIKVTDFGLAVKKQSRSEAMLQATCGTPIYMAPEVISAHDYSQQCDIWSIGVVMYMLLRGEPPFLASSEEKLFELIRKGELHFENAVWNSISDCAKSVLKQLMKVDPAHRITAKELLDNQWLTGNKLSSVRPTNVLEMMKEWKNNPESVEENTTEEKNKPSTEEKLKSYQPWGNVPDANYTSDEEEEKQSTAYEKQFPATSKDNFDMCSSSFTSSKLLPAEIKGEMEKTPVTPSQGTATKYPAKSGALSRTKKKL
# OX1R antag: antagonists of human orexin 1 receptor (OX1R) | 1.8% of 330,000 active | OX1R-expressing cells, FRET antagonist read-out | inhibition, % at 6.6 µM | Orexin/Hypocretin receptor type 1 (Homo sapiens), O43613; in the data active = inhibition mostly above about 38%, no sharp cut-off; inactive = mostly below about 40%;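 also: 0% = agonist challenge alone and 100% = reference antagonist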
# Target sequence (O43613 whole entry, looked up): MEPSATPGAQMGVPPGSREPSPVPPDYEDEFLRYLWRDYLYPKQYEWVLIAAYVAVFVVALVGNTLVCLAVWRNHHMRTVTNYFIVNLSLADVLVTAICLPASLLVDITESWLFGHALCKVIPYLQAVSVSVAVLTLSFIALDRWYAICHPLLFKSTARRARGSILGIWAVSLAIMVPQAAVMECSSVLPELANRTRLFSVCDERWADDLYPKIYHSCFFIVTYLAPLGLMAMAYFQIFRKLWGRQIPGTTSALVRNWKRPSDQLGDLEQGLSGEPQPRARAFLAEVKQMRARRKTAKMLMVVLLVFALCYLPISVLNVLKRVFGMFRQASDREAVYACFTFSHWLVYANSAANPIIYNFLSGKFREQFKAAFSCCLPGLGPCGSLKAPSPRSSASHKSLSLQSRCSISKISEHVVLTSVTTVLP
# * marks the source's active call; other numbers are inactive results; i = inactive; . = no result given.
SMILES,KCNQ2 inh,STK33 inh,OX1R antag
CC1(c2ccc(Cl)cc2)NC(=O)N(CC(=O)NCc2ccc(F)cc2)C1=O (stereo not given),i,4.3,13
CCOc1ccc(N(C(C)C(=O)N2CCCCCC2)S(C)(=O)=O)cc1 (stereo not given),i,-2.1,15
CC1CCCCN1C(=O)CSc1nc(N)nc(N)n1 (stereo not given),i,.,0
COc1cc(C2C3=C(CCCC3=O)Nc3c2c(C)nn3-c2cccc(C)c2)cc(OC)c1O (stereo not given),i,-0.4,30
CCOc1ccc(C(=O)NCC(c2cccs2)N(C)C)cc1OCC (stereo not given),i,1.2,-1
CC(C)(C)C(=O)NC(C(N)=O)=C(Cl)Cl,i,-2.3,10
O=C(NC1CCCC1)c1cccc(S(=O)(=O)N2CCCC2)c1,.,-1.3,-3
Cc1cc(=O)oc2c(N)c(O)ccc12,i,-0.2,9
c1cncc(-c2nc3ccccc3s2)c1,i,0.0,10
COC(=O)Cn1c(C)nc2ccccc21,i,-3.8,9
COc1ccc(C2N(Cc3ccccc3)CC(=O)N2/N=C(\C)c2ccccc2)cc1 (stereo not given),i,-0.8,12
O=C(Nc1ccc([N+](=O)[O-])cc1)c1ccccc1,i,-0.2,15
CN(C)CCCCOc1ccccc1-c1ccccc1,i,0.3,5
Cc1ccc(S(=O)(=O)N2CCN(C(=O)CC(C)n3cncn3)CC2)cc1 (stereo not given),i,-0.1,13
COc1ccccc1NS(=O)(=O)c1ccc2oc(=S)[nH]c2c1,i,-0.6,5
CC(C)c1ccc(NC(=O)C2CCCN2S(=O)(=O)c2ccccc2F)cc1 (stereo not given),.,-0.9,37*
O=C(CC(C(=O)O)c1cccc(Cl)c1)c1ccccc1 (stereo not given),i,-1.9,2
S=c1[nH]nc(-c2cccnc2)n1C1CCCCC1,i,-1.7,-4
CCN(CC)c1ccc(C(=O)NNC(=O)CCc2nc3ccccc3c(=O)[nH]2)cc1,i,0.2,21
CCCC(c1nnnn1C(C)(C)CC)N(CCCO)Cc1cc2cc(C)cc(C)c2[nH]c1=O (stereo not given),i,0.5,6
COc1ccc(OC)c(C(C)NC(C)=O)c1 (stereo not given),i,-2.3,14
COc1ccc(CN2CCN(CCCc3ccccc3)CC2)c(OC)c1,i,-0.7,36
COC(=O)C1CCCCN1C(=O)c1cc(COc2cccc3cnccc23)on1 (stereo not given),i,0.8,37
COc1ccc(-c2nc3ccccn3c2/N=C/c2ccc(OC)c(OC)c2)cc1O,i,0.1,21
O=C(CS(=O)c1ccc(C(F)(F)F)cc1[N+](=O)[O-])Oc1ccccc1 (stereo not given),i,2.5,86*
SMILES,KCNQ2 inh,STK33 inh,OX1R antag
O=C(CN1C(=O)NC2(CCc3ccccc32)C1=O)NCCc1ccccc1 (stereo not given),.,2.0,1
CCCc1cc(C(=O)N/N=C/c2ccc(CC)s2)c2ccccc2n1,i,0.6,24
CCOC(=O)c1cnn(C)c1NC(=O)c1ccc([N+](=O)[O-])cc1,i,-0.1,18
N#Cc1nc(-c2ccc(F)cc2)oc1NCc1ccco1,i,0.0,28
Cn1c(CN2CCOCC2)nnc1SCC(=O)Nc1cc(Cl)ccc1Cl,i,-1.6,15
Cc1ccc(-c2nc3ccccc3c(C(=O)NCc3cccs3)c2C)cc1,-6.6*,-0.8,17
Cc1cccc(NC(=S)N2CCN(c3ccccn3)CC2)c1,i,-3.6,7
Cc1nn(CCCC(=O)N2CCN(c3ccc(F)cc3)CC2)c(C)c1[N+](=O)[O-],i,-0.9,13
COCc1c(C(=O)NCCOc2ccc(Cl)cc2)oc2ccccc12,.,-2.6,34*
Cn1c(CC(=O)Nc2ccccc2)nnc1SCC(=O)Nc1ccc(N2CCOCC2)cc1,i,-2.0,5
CCCCC(C(=O)O)C(C)CC(=O)Nc1ccn(-c2ccccc2)n1 (stereo not given),i,-1.8,23
O=c1c2c3c(sc2n(CCN2CCCCC2)c(=O)n1Cc1ccco1)CCCCC3,i,0.2,15
O=C(COC(=O)CN1C(=O)c2ccccc2C1=O)Nc1ccccc1,.,-0.6,4
CSc1cccc(NS(=O)(=O)c2ccc3c(c2)NC(=O)C(C)C(=O)N3)c1 (stereo not given),i,-0.3,14
COc1ccc2nc(C)cc(Nc3ccc(C(=O)O)cc3)c2c1,i,-0.8,3
CC1=CC(=C(C#N)c2nc3ccccc3s2)C=C(C)N1CC1CCCO1 (stereo not given),i,-0.9,40
CN(CC(=O)Nc1ccccc1Cl)C(=O)COC(=O)c1cc([N+](=O)[O-])ccc1N1CCOCC1,i,-3.2,43
N#C/C(=C\Nc1ccc2c(c1)OCCO2)c1nc2ccccc2[nH]1,i,-1.1,91*
COc1cccc(C2C(C(=O)OC(C)C)=C(C)Nc3ncnn32)c1 (stereo not given),i,-1.0,12
COC(=O)/C(C#N)=C/c1ccc(-c2ccc(S(N)(=O)=O)cc2)o1,i,-3.4,35
CC1C=CCC2C(=O)N(c3cccc(C(=O)N4CCN(c5ccc(F)cc5)CC4)c3)C(=O)C12 (stereo not given),.,-2.1,8
Cc1ccc(C)c(S(=O)(=O)C(C#N)c2nc3ccccc3nc2N2CC(C)OC(C)C2)c1 (stereo not given),i,-2.8,34
Cc1ccc(C(C)C)c(OCCn2c(=O)oc3ccccc32)c1,i,-1.4,23
CC1CCN(S(=O)(=O)N2CCC(C(=O)NCCN3CCOCC3)CC2)CC1,i,-0.2,8
Cc1ccc(NCCC(=O)c2cccc([N+](=O)[O-])c2)cc1,i,0.6,1
SMILES,KCNQ2 inh,STK33 inh,OX1R antag
CCOc1ccc(S(=O)(=O)N2CCOCC2)cc1NC(=O)Cc1c(F)cccc1Cl,i,0.1,0
COc1ccc(OC)c(NC=C2C(=O)OC(C)(C)OC2=O)c1,i,0.4,21
C=CCOc1ccc2c(c1)c(S(=O)(=O)c1ccc(C)cc1)cn2COC,i,-0.5,11
CN(c1ccccc1)S(=O)(=O)c1ccc(C(=O)NCC(c2ccco2)N2CCCCC2)cc1 (stereo not given),.,0.0,13
CCN(C(=O)COC(=O)c1cccnc1Nc1ccccc1F)C1CCS(=O)(=O)C1 (stereo not given),i,1.6,10
Cc1nn(CCc2nc(-c3ccco3)cs2)c2[nH]c(=O)cc(C(F)(F)F)c12,i,5.0,3
COc1ccc(OC)c(NC(=O)C2CCN(C(=O)C3CC(=O)N(c4ccc(C)cc4)C3)CC2)c1 (stereo not given),i,-2.4,10
CN1CCc2ccccc2C1C1CCNCC1 (stereo not given),i,-0.4,16
CCN(CC(=O)Nc1cccc(S(=O)(=O)N2CCOCC2)c1)Cc1ccccc1,i,.,13
COc1ccc(N2CCN(C(CNC(=O)C(=O)NCCCO)c3ccco3)CC2)cc1 (stereo not given),i,1.1,12
O=C1CC(N2CCOCC2)C(=O)N1c1cccc(Cl)c1 (stereo not given),i,-1.1,6
CCOC(=O)C1CCN(C(C(=O)Nc2ccc3c(c2)OCCO3)c2ccccc2)CC1 (stereo not given),i,0.2,14
Cc1ccc(NC(=O)C2CCCN(c3ncnc4c3nc3n4CCCCC3)C2)nc1 (stereo not given),i,-0.2,13
O=C(CCc1nc2ccccc2c(=O)[nH]1)NCCN1C(=O)S/C(=C\c2ccc(Cl)cc2Cl)C1=O,i,-0.4,14
Oc1ccc(-c2nnc(SCc3ccccc3)o2)cc1,i,-0.6,0
O=C1c2c(O)cccc2Cc2cccc(O)c21,.,2.2,11
COc1cc2c(cc1OC)C(c1cccs1)N(C(=O)c1ccc(S(=O)(=O)N(C)C)cc1)CC2 (stereo not given),i,-0.8,10
NC(=O)CC(NC(=O)Cc1cccc2ccccc12)c1ccc(NC2CCCCCCC2)c([N+](=O)[O-])c1 (stereo not given),i,-0.1,15
COc1ccc(NC(=O)C2CCCC2)cc1,i,1.0,10
COc1ccc(C(=O)/C=C/c2cccs2)c(OC(=O)N2CCOCC2)c1,i,-1.1,14
NC(=O)C1CCN(C(=O)CN2CCc3ccccc32)CC1,i,-2.9,8
CCN(CC)S(=O)(=O)c1ccc(NC(=O)Cn2c(=O)oc3ccccc32)cc1,i,-1.3,-4
Nc1cc(Cl)ccc1Nc1ccncc1,i,-0.7,.
CCOC(=O)C1CCN(S(=O)(=O)c2ccc(Cl)nc2)CC1,i,-1.7,-1
CCc1ccc(NC(=O)CS(=O)CC(=O)NCCCc2ccccc2)cc1 (stereo not given),i,-1.1,5
SMILES,KCNQ2 inh,STK33 inh,OX1R antag
O=C(NCC1CCCO1)c1cc2cc(Cl)ccc2[nH]1 (stereo not given),i,0.0,1
COc1ccc(-c2csc(NC(=S)NC(=O)c3ccco3)n2)cc1Br,i,-0.6,-2
CCn1c(COc2ccccc2C)nnc1SCC(=O)N1CCN(c2ccccc2)CC1,i,-0.1,6
Cc1ccn2cc(-c3cnoc3C)nc2c1,i,-1.2,8
CN(C)S(=O)(=O)N(CC(=O)Nc1ccccc1)c1ccccc1,i,-0.5,21
O=C(CC1NCCNC1=O)Nc1cc(Cl)cc(Cl)c1 (stereo not given),i,-0.7,0
CCOC(=O)CCCC(=O)N1CCOCCOCCOCC1,i,-1.8,1
O=C(c1ccco1)N1CCC(c2nc3ccccc3[nH]2)CC1,i,-1.2,7
CC(C)(C)N(Cc1cc2ccccc2[nH]c1=O)C(=O)C1CCCCC1,i,-1.0,14
COc1c(F)cccc1C1=CC(=O)C[C@H](c2ccc3c(c2)OCO3)C1,.,5.1,-1
CCC(NC(=O)NCc1ccc2c(c1)OCO2)(C(F)(F)F)C(F)(F)F,i,0.5,15
Cc1ccc(S(=O)(=O)N(C)C)cc1-n1c(SCC(=O)Nc2ccc(F)cc2Cl)nc2ccccc2c1=O,i,-3.9,28
CC(=Nc1ccccc1)C1=C(O)COC1=O,i,-0.7,7
CC(C)(CN1CCN(C(c2ccccc2)c2ccccc2)CC1)NS(=O)(=O)c1ccccc1,i,0.0,13
O=C(O)CCn1nnc(-c2cccs2)n1,i,-2.2,16
COc1ccccc1N(C)S(=O)(=O)c1ccc(C(=O)Nc2nccs2)cc1,.,-0.4,19
O=C(CC(c1ccccc1)c1ccccc1)Nc1ccc(O)cc1,i,0.5,13
c1ccc(-c2cc(-c3nc(-c4ccccn4)no3)c3ccccc3n2)cc1,i,0.1,5
O=C(N/N=C/c1ccc(-c2ccc(Br)cc2)o1)c1ccc2c(c1)OCO2,i,-0.6,36*
O=C(C[C@H]1C/C=C\CC[C@H](Cc2ccc(F)cc2)C(=O)OC[C@@H]2CCCN2C1=O)N[C@H](CO)Cc1ccccc1,.,1.1,11
Cc1cc2c(cc1C)CSC(c1ccc(O)cc1)SC2,i,-0.8,23
COc1cccc(/C=N/N2CCN(C3c4ccccc4-c4ccccc43)CC2)c1O,i,-1.8,-2
Cc1ccc(-c2n[nH]c(=S)nc2-c2ccc(C)cc2)cc1,i,-0.8,4
CC(=O)c1ccc(-n2cc(C#N)c(=O)[nH]c2=O)cc1,i,0.0,-2
O=C(NCCc1ccccc1)c1ccc(Cl)c([N+](=O)[O-])c1,i,0.3,19

# 17 of the compounds above, with values under each structure:
# Results follow in this order: KCNQ2 inh | STK33 inh | OX1R antag
CCn1c(COc2ccccc2C)nnc1SCC(=O)N1CCN(c2ccccc2)CC1
 : i | -0.1 | 6
Cc1ccn2cc(-c3cnoc3C)nc2c1
 : i | -1.2 | 8
CN(C)S(=O)(=O)N(CC(=O)Nc1ccccc1)c1ccccc1
 : i | -0.5 | 21
O=C(CC1NCCNC1=O)Nc1cc(Cl)cc(Cl)c1 (stereo not given)
 : i | -0.7 | 0
CCOC(=O)CCCC(=O)N1CCOCCOCCOCC1
 : i | -1.8 | 1
O=C(c1ccco1)N1CCC(c2nc3ccccc3[nH]2)CC1
 : i | -1.2 | 7
CC(C)(C)N(Cc1cc2ccccc2[nH]c1=O)C(=O)C1CCCCC1
 : i | -1.0 | 14
COc1c(F)cccc1C1=CC(=O)C[C@H](c2ccc3c(c2)OCO3)C1
 : . | 5.1 | -1
CCC(NC(=O)NCc1ccc2c(c1)OCO2)(C(F)(F)F)C(F)(F)F
 : i | 0.5 | 15
Cc1ccc(S(=O)(=O)N(C)C)cc1-n1c(SCC(=O)Nc2ccc(F)cc2Cl)nc2ccccc2c1=O
 : i | -3.9 | 28
CC(=Nc1ccccc1)C1=C(O)COC1=O
 : i | -0.7 | 7
CC(C)(CN1CCN(C(c2ccccc2)c2ccccc2)CC1)NS(=O)(=O)c1ccccc1
 : i | 0.0 | 13
O=C(O)CCn1nnc(-c2cccs2)n1
 : i | -2.2 | 16
COc1ccccc1N(C)S(=O)(=O)c1ccc(C(=O)Nc2nccs2)cc1
 : . | -0.4 | 19
O=C(CC(c1ccccc1)c1ccccc1)Nc1ccc(O)cc1
 : i | 0.5 | 13
c1ccc(-c2cc(-c3nc(-c4ccccn4)no3)c3ccccc3n2)cc1
 : i | 0.1 | 5
O=C(N/N=C/c1ccc(-c2ccc(Br)cc2)o1)c1ccc2c(c1)OCO2
 : i | -0.6 | 36*

# The list goes on:
SMILES,KCNQ2 inh,STK33 inh,OX1R antag
COc1ccc(-c2csc(NC(C)c3nc4cc(C(=O)NCCCO)ccc4n3Cc3ccc(C)cc3)n2)cc1 (stereo not given),i,0.4,5
O=[N+]([O-])c1cccc(-c2ccc(/C=N/n3c(-c4ccccc4)n[nH]c3=S)o2)c1,i,-1.9,12
CCOC(=O)c1c(-c2ccccc2)csc1NC(=O)/C(C#N)=C/c1ccc(OC)c(OC)c1,i,-0.4,9
CCN(c1cccc(C)c1)S(=O)(=O)c1nnc(NC(=O)c2ccco2)s1,i,-1.1,27
COc1ccc(-c2sc3ccccc3c2/C=C/c2ccc(N)cc2)cc1,.,1.0,7
CC1(C)c2[nH]c3ccccc3c2C[C@@H]2C(=O)N(Cc3ccc(F)cc3)C(=O)N21,i,-0.6,4
O=C(CN1C(=O)C(=O)N(Cc2ccccc2)C1=O)Nc1ccc(OC(F)F)cc1,.,-1.0,-2
